Screens as filed in PubChem BioAssay.
HEK293 cAMP ctrl: raises cAMP in parental HEK293 cells, TSHR agonist counter-screen; 2.5% of 73,000 active; AID 938; Potency, µM (series often up to 57.1 µM), for inactives: at the top dose activation, hits mostly activators; parental HEK293 CNG cAMP sensor, membrane potential fluorescence; note: potency is the fitted concentration of half-maximal effect; % of control where 0% means no effect; nearly all actives have a fitted effect of over 55% in size
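Parental HEK 293 cells stably expressing a modified CNG channel (no TSHR) report cAMP rise as membrane depolarization. Membrane potential dye with 100 uM RO 20-1724 was loaded for 60 min at room temperature, then compound added for 30 min; fluorescence read at 590 nm.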
A350 fluor: compounds fluorescent in Alexa 350 spectral region; Compound autofluorescence, 340/450 nm, Alexa 350 dye-equivalents; active compounds read high; 11% of 59,000 active; AID 590; max dye-equivalent concentration, M; in the data active = max dye-equivalent concentration above about 10 nM; inconclusive = mostly about 1.1 nM to 9.6 nM
4-MU autofl: compound fluoresces in the 4-MU spectral region; 11% of 59,000 active; compound autofluorescence, 340/450 nm, 4-MU equivalents; active compounds read high; max dye-equivalent concentration, M; in the data active = max dye-equivalent concentration above about 10 nM; inconclusive = mostly about 1.1 nM to 9.6 nM
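Compounds in 100 mM Tris, pH 8.0, incubated 15 min at room temperature, then fluorescence read at 340 nm excitation/450 nm emission. Signal converted to 4-MU dye-equivalent concentration using an on-plate six-point 4-MU standard curve.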
Casp7 inh: allosteric or competitive inhibitors of human caspase-7. AID 889. 0.02% of 75,000 active. recombinant caspase-7, Ac-DEVD-AFC fluorescence rate. Potency, µM (titrated, usually from 57.5 µM), for the others: at the highest dose activity change, negative = inhibition, actives largely listed as inhibitors. P55210; active = well fitted inhibition curve with a large enough effect in the main read-out, with a control signal flat, not every such curve was filed as active; inconclusive = small, poorly fitted or top-dose-only effect, or a change in a side signal; note: potency is the fitted concentration of half-maximal effect; % of control where 0% means no effect
Tau filament bind: tau filament binding. P10636. recombinant tau filaments, thioflavin S fluorescence, 15 h; filaments grown with octadecylsulfate alongside compound. 2% of 71,000 active. Potency, µM (top dose mostly 57.1 µM), for the others: top-dose activity change, negative = inhibition. AID 596;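 note: potency is the fitted concentration of half-maximal effect; % is set by controls: 0 for no effect and ±100 for the full control effect; actives lower thioflavin S fluorescence by blocking filaments or displacing dye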
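Assay mix: 1 uM His-tagged tau, 30 uM sodium octadecylsulfate, thioflavine S dye in HEPES/NaCl/DTT buffer. Compound is added prior to the inducer. Fluorescence after 15 h at 37 C.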
Rhodamine autofl: compound fluoresces in the rhodamine spectral region | 0.05% of 59,000 active | AID 594 | Rhodamine-region fluorescence, 547/598 nm, Tris buffer; active compounds read high | max dye-equivalent concentration, M; in the data active = max dye-equivalent concentration above about 11 nM; inconclusive = between about 1.1 nM and that limit
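Steps: pin-transfer compounds into pH 8.0 Tris (100 mM), hold 15 min at room temperature, image with a 547/598 nm filter pair, and convert intensities to rhodamine-equivalent concentration using a six-point on-plate rhodamine series.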
Fluorescein autfl: compound fluoresces in the fluorescein spectral region. max fluorescein-equivalent concentration, M. Compound autofluorescence, 480/540 nm, fluorescein-equivalent; active compounds read high. 0.91% of 59,000 active; in the data active = max fluorescein-equivalent concentration above about 10 nM; inconclusive = between about 1.1 nM and that limit
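Read-out is intrinsic compound fluorescence at 480/540 nm (excitation/emission), expressed as dye-equivalent concentration using a fluorescein standard series run on every plate. Compounds sat 15 min at room temperature in 100 mM Tris, pH 8.0.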
Texas Red fluor: Texas Red region autofluorescence; Compound fluorescence, Texas Red channel, 547/618 nm; active compounds read high; max dye-equivalent concentration, M; 0.06% of 59,000 active; AID 587; in the data active = max dye-equivalent concentration above about 10 nM; inconclusive = between about 1.1 nM and that limit
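Fluorescence at ex 547/em 618 nm, normalized against an on-plate Texas Red standard series to give dye-equivalent concentration per compound concentration. Buffer 100 mM Tris, pH 8.0; 15 min RT incubation before CCD imaging.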
Casp1 inh: blocks human caspase-1 allosterically or competitively; AID 900; Potency, µM (doses to about 57.5 µM), for the others: top-dose activity change, negative = inhibition, actives largely listed as inhibitors; P29466; Caspase-1 enzyme, Ac-WEHD-AFC fluorogenic rate; 0.03% of 75,000 active;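 note: potency is the fitted concentration of half-maximal effect; plate controls were vehicle for no effect and no substrate for full effect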
Target sequence (P29466 120-297 limits assumed): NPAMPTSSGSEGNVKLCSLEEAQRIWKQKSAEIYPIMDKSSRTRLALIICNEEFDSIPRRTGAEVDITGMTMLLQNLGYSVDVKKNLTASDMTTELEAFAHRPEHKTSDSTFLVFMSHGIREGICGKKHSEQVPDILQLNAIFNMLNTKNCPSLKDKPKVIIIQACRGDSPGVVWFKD
Target sequence (P29466 317-404 limits assumed): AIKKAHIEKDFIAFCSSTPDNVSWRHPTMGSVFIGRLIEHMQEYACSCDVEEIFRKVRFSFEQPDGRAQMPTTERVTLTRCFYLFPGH
ERK AVP inh: inhibitors of vasopressin-stimulated ERK signaling pathway; HEK293-V1b, vasopressin-stimulated pERK AlphaScreen; Potency, µM (doses to about 57.5 µM), for the others: top-dose activity, negative = inhibition, usual class: inhibitors; 0.99% of 72,000 active; AID 995; note: potency is the fitted concentration of half-maximal effect; % is set by controls: 0 for no effect and ±100 for the full control effect; nearly all actives have a fitted effect of over 55% in size
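Phosphorylated ERK1/2 detected via AlphaScreen bead proximity in lysates of V1b-expressing HEK293 cells given 25 nM vasopressin for 5 min after 30 min compound exposure (37 °C). AC50 from Hill equation; basal DMSO 0%, vasopressin 100%.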
Luciferase inh: blocks Photinus pyralis firefly luciferase activity; AID 411; 2.2% of 72,000 active; purified firefly luciferase, luminescence, 8 min; Potency, µM (titrated, usually from 57.1 µM), for inactives: top-dose activity change, negative = inhibition, usual class: inhibitors; P08659; note: potency is the fitted concentration of half-maximal effect; % is set by controls: 0 for no effect and ±100 for the full control effect; nearly all actives have a fitted effect of over 40% in size
Target sequence (P08659 whole entry, looked up): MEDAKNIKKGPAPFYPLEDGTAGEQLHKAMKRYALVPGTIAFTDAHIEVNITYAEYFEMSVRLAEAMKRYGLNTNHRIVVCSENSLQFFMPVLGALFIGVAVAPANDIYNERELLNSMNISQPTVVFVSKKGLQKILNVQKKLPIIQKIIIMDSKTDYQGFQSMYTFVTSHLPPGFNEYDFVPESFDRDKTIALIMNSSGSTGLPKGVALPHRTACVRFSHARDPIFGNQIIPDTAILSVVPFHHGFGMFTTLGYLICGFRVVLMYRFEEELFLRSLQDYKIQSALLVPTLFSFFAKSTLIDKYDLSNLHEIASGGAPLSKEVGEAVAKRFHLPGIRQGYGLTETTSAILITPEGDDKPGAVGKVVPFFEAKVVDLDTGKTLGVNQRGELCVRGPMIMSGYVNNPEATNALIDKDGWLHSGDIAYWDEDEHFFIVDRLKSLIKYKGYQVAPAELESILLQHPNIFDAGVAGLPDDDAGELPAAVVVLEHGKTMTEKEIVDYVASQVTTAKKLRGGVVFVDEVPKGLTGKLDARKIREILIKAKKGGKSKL
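Luminescence read-out after 8 min at room temperature; enzyme reaction used luciferin plus 10 uM ATP (linear range) in imidazole buffer pH 7.2 with KCl, MgCl2, Tween 20 and BSA. Each sample was run as a titration.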
Active calls of the source: *; i = inactive; ? = inconclusive; . = no result given; ! = not confirmed by another sample; [ ] = another dose, or the depositor's remark. Unless noted, calls come from the whole dose curve; as a rule, active = well fitted curve in the direction sought with a large enough effect; inconclusive = small, poorly fitted or top-dose-only effect, or another doubt; inactive = no such curve, though single readings can be large; an effect the other way counts as inactive or inconclusive.

entry | SMILES | HEK293 cAMP ctrl | Casp1 inh | Luciferase inh | 4-MU autofl | Casp7 inh | Texas Red fluor | Tau filament bind | A350 fluor | Rhodamine autofl | ERK AVP inh | Fluorescein autfl
1 | CCCOc1ccc(-c2nnn(CC(=O)Nc3cccc(C(=O)OC)c3)n2)cc1 | 0% | 2% | 2% | i | 0% | i | 31% | i | i | 11% | i
2 | CSc1ccc(S(=O)(=O)Nc2ccc(NC(C)=O)cc2)cc1 | 16% | 0% | 3% | i | -2% | i | 15% | i | i | 36%[activator] | i
3 | CCOC(=O)Cc1nn(C)c(=O)c2ccccc12 | 5% | 2% | 1% | i | 3% | i | 7% | i | i | -15% | i
4 | CCOc1ccc(N2CC(C(=O)Nc3ccc(F)cc3F)CC2=O)cc1 (stereo not given) | 14% | -1% | -1% | i | 1% | i | 1% | i | i | -12% | i
5 | Cc1cc(C(=O)CSc2nnc(-c3ccco3)o2)c(C)n1-c1ccc2c(c1)OCCO2 | 16µM* | -3% | 0% | i | -2% | i | ? | i | i | 6% | ?
6 | CCOC(=O)c1ccccc1NC(=O)c1ccccc1NS(C)(=O)=O | ? | -1% | 0% | i | -1% | i | 10% | i | i | -6% | ?
7 | COC(=O)c1ccc(NC(=O)Cc2ccccc2)cc1 | -11% | -4% | ? | i | -1% | ? | 0% | i | i | 3% | ?
8 | O=S(=O)(NCCCCCCc1ccccc1)c1cccc2c(Cl)cccc12 | 16% | -5% | 1% | . | -2% | . | ? | . | . | 35%[activator] | .
9 | Cc1ccc(N2CC(C)Cn3c2nc2c3c(=O)n(CC(=O)OCc3ccccc3)c(=O)n2C)cc1C (stereo not given) | -2% | -1% | -1% | i | -1% | i | -2% | i | i | -27% | i
10 | CCN1C(=O)c2ccccc2S(=O)c2ccc(C(=O)N3CCN(C(=O)c4ccco4)CC3)cc21 (stereo not given) | 5% | -4% | 1% | . | 0% | . | -12% | . | . | -19% | .
11 | O=C(COc1nc2ccccc2nc1N1CCOCC1)N1CCc2ccccc21 | ? | 2% | -1% | 2e-07M* | -1% | i | 1% | 2.8e-07M* | i | 17% | ?
12 | CCOC(=O)CNC(=O)c1cn(CC)c(=O)c2cc(OC)c(OC)cc12 | 0% | -2% | -2% | ? | -1% | i | -7% | ? | i | -20% | i
13 | Cc1cccc2cc(CN(Cc3ccco3)C(=O)c3cccs3)c(=O)[nH]c12 | 27% | -3% | 0% | 2.1e-07M* | -18% | i | -12% | 2.1e-07M* | i | -18% | ?
14 | Cc1ccc(N2CC(C(=O)NCc3ccccn3)CC2=O)cc1 (stereo not given) | -19% | -2% | -1% | i | -1% | i | 7% | i | i | -18% | i
15 | CCOc1ccccc1NC(=O)c1ccc2nccnc2c1 | 9% | 2% | 2% | i | 0% | i | -12% | i | i | -6% | i
16 | COc1ccc(NC2CS(=O)(=O)CC2NCc2ccco2)cc1 (stereo not given) | 3% | 1% | 1% | i | -12% | i | -25% | i | i | ? | ?
17 | O=C(c1ccncc1)N1CCC2(CCCN(c3ccccc3)C2)CC1 | 25% | -1% | 1%[11.4 µM] | i | -2% | i | 17% | i | i | 1% | ?
18 | OC(c1ccc2c(c1)OCO2)c1nccc2ccccc12 (stereo not given) | 16% | 0% | 6% | i | 2%[0.00368 µM] | i | 3% | ? | i | -3% | ?
19 | CCc1ccc(N2C(=O)C3ON(c4ccccc4)C(c4ccco4)C3C2=O)cc1 (stereo not given) | 5% | -4% | 2% | i | -4% | i | -1% | i | i | 11% | i
20 | C=CCOC(=O)c1sc(NC(=O)c2ccco2)nc1C | 1% | -4% | ? | . | 1% | . | 24% | . | . | 8% | .
21 | CN(C)C(=O)c1ccc(-c2ccc3ncnc(NCCN4CCOCC4)c3c2)cc1 | -13% | -1% | -2%[2.29 µM] | i | -2% | i | 13% | i | i | -16% | ?
22 | O=C(CCC1COc2ccccc2O1)N1CCCC1 (stereo not given) | 2% | -1% | -1% | i | -1% | i | 3% | i | i | -4% | i
23 | O=C(CCC(=O)OCC(=O)c1ccccc1)NC1CCCCC1 | -2% | 0% | -2% | . | 0% | . | 10% | . | . | -2% | .
24 | Cc1ccc(-c2nc(-c3ccccc3)no2)c(Cl)c1 | ? | -1% | 0.25µM* | . | -1% | . | 18% | . | . | 40%[activator] | .
25 | N#CC1=C(N)Oc2c(oc(CO)cc2=O)C1c1cccs1 (stereo not given) | 16% | -8% | -3% | i | -9% | ? | 13% | i | i | -12% | i
26 | COC(=O)c1[nH]c2cc(OC)ccc2c1NC(=O)CN1CCOCC1 | 3% | -2% | 0% | 1.2e-08M* | -1% | i | -1% | 1.6e-08M* | i | -26% | ?
27 | CCOC(=O)c1ccc(NC(=O)CN2CCc3ccccc3C2)cc1 | ? | -3% | 2% | i | -3% | i | 3% | i | i | ? | i
28 | O=C(O)CCCNCc1ccccc1F | 1% | -3% | 2% | ? | -1% | i | -9% | ? | i | -7% | i
29 | CSc1oc(-c2ccco2)nc1S(=O)(=O)c1ccc(Br)cc1 | 14% | -5% | 0% | . | -7% | . | -22% | . | . | . | .
30 | CC1(C)Cc2ccccc2-c2nnc(SCC(=O)N3CCN(c4ccccc4)CC3)n21 | 17% | -4% | 3% | i | 0% | i | -2% | i | i | 0% | i

Remaining list, next part
entry | SMILES | HEK293 cAMP ctrl | Casp1 inh | Luciferase inh | 4-MU autofl | Casp7 inh | Texas Red fluor | Tau filament bind | A350 fluor | Rhodamine autofl | ERK AVP inh | Fluorescein autfl
31 | c1nc(NC2CCNCC2)c2cc(-c3ccoc3)ccc2n1 | ? | -5% | 2%[2.29 µM] | 2.7e-08M* | -9% | i | -10% | 2.9e-08M* | i | 6% | i
32 | C=CCc1ccccc1OCC(O)Cn1ccnc1C (stereo not given) | 14%[11.4 µM] | 2% | 0% | . | 2% | . | 12%[11.4 µM] | . | . | -15% | .
33 | Cc1noc(C)c1S(=O)(=O)N1CCC(C(=O)N(C)Cc2ccccc2)CC1 | 8% | 1% | -3% | i | 0% | i | 5% | i | i | -2% | i
34 | Cc1cccc(-c2nc(CSCC(=O)N3CCN(Cc4ccc5c(c4)OCO5)CC3)c(C)o2)c1 | ? | -4% | 5% | i | -4% | i | 23% | i | i | 24% | i
35 | CC[C@H]1C2=C3C(CC[C@H]4C(OCc5ccc(F)cc5C(F)(F)F)OC[C@](C)([C@@H]34)N(C(=O)OC(C)(C)C)C2)C(COC(C)=O)C1COC(C)=O (stereo not given in full) | 23% | 1% | . | . | -4% | . | 23% | . | . | 20% | .
36 | CC[N+](C)(C)Cc1ccccc1Br | 1%[25.6 µM] | 2% | 0%[25.5 µM] | 2e-08M*! | -1% | i | 3%[25.6 µM] | 1.7e-08M*! | i | 30%[activator] | i
37 | CN(CC(=O)NCc1cccc(F)c1)C(=O)c1ccco1 | 6% | 0% | 1% | ? | 1% | i | 9% | ? | i | 7% | ?
38 | CN(C)CCN(Cc1ccccc1)c1ccccn1 | . | 0% | 3%[25.5 µM] | 2.3e-07M* | 3% | i | . | 2.7e-07M* | i | -6% | ?
39 | COCCSc1nnc(NS(=O)(=O)Cc2ccccc2)s1 | 0% | 1% | -1% | i | 0% | i | 7% | ? | i | -17% | i
40 | O=C(c1cccc(Br)c1)N1CCN(C(=O)N2CCCCC2)CC1 | 4% | 1% | 1% | i | -2% | ? | 0% | i | i | 3% | ?
41 | CCOC(=O)C1CCCN(c2c(N3CCN(C4CCCCC4)CC3)c(=O)c2=O)C1 (stereo not given) | 4% | -4% | 2% | . | -1% | . | 5% | . | . | -7% | .

Complete entries from above:
`Cc1ccc(N2CC(C(=O)NCc3ccccn3)CC2=O)cc1` (stereo not given) is listed with HEK293 cAMP ctrl: -19%; Casp1 inh: -2%; Luciferase inh: -1%; 4-MU autofl: i; Casp7 inh: -1%; Texas Red fluor: i; Tau filament bind: 7%; A350 fluor: i; Rhodamine autofl: i; ERK AVP inh: -18%; Fluorescein autfl: i
`Cc1cccc(-c2nc(CSCC(=O)N3CCN(Cc4ccc5c(c4)OCO5)CC3)c(C)o2)c1` is listed with HEK293 cAMP ctrl: ?; Casp1 inh: -4%; Luciferase inh: 5%; 4-MU autofl: i; Casp7 inh: -4%; Texas Red fluor: i; Tau filament bind: 23%; A350 fluor: i; Rhodamine autofl: i; ERK AVP inh: 24%; Fluorescein autfl: i
`CCOC(=O)c1ccc(NC(=O)CN2CCc3ccccc3C2)cc1` is listed with HEK293 cAMP ctrl: ?; Casp1 inh: -3%; Luciferase inh: 2%; 4-MU autofl: i; Casp7 inh: -3%; Texas Red fluor: i; Tau filament bind: 3%; A350 fluor: i; Rhodamine autofl: i; ERK AVP inh: ?; Fluorescein autfl: i

Some of the compounds tested. The share of hits here may be higher or lower than overall.
